Neddylation inh = blocks human cullin neddylation | AID 651699 | 0.58% of 360,000 active | TR-FRET cullin neddylation, biochemical | P61081+Q13564 | calls only at 25 µM; in the data active = inhibition above about 36%
FAS-TE inh = blocks the thioesterase domain of human fatty acid synthase; recombinant FAS-TE, OMFH fluorogenic substrate, fluorescence endpoint; inhibition, % at 15 µM; P49327; 0.67% of 360,000 active;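 active = compounds whose normalised, plate-corrected inhibition of enzyme fluorescence in the single-dose primary screen is 50% or more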;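 also: 0% = DMSO with enzyme and 100% = substrate without enzyme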
Rin1 Abl inh = blocks binding of human Rin1 to Abl; P00519+Q13671; TR-FRET Rin1/Abl binding, biochemical; inhibition, % at 7.35 µM; 0.4% of 360,000 active; AID 588664; in the data active = inhibition above about 5%, passing the limit was not always enough
NRP1-CendR mod = modulators of CendR peptide binding to human neuropilin-1; O14786; FAM-RPARPAR peptide binding to NRP-1, fluorescence polarization; inhibition, % at 25 µM; 0.85% of 360,000 active;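 active = inhibition or corrected inhibition above about 18%, plus a signal ratio from 0.5 to 1.5, limit read from the data, passing the limit was not always enough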; also: strong numbers were not always called active
E coli Lon inh = inhibitors of E. coli Lon protease; 0.42% of 360,000 active; purified E. coli Lon protease, fluorescence polarization; inhibition, % at 7.94 µM; P0A9M0; in the data active = inhibition above about 13%, passing the limit was not always enough;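 also: 0% = enzyme with probe and DMSO and 100% = no enzyme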
MT1-MMP act inh = MT1-MMP (human) activation inhibition; HT1080 RFP-PRO-GFP cells, GFP/RFP ratio fluorescence, overnight; percent of plate control window, DMSO zero; GFP/RFP ratio change, % at 20 µM; 0.061% of 360,000 active;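 active = GFP/RFP ratio change of at least 30% with cell ATP level not reduced by more than half and red fluorescence within 50% of control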; also: strong numbers were not always called active
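Test system: HT1080 cells expressing an RFP-PRO-GFP fluorescent reporter construct / Compound dosing: single-point 20 µM compound, 1% DMSO / Schedule: cells overnight before dosing, compound overnight, 37 °C, 5% CO2 / Evaluation: GFP/RFP fluorescence ratio / Control set: DMSO and RFP-L50D-GFP cell wells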
MsrA inh = inhibits bovine methionine sulfoxide reductase A; purified bovine MsrA, absorbance read-out; inhibition, % at 15.5 µM; 0.75% of 360,000 active; AID 651718; in the data active = inhibition above about 4.5%;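 also: 0% = vehicle wells with enzyme and 100% = reference inhibitor wells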
SKN-1 block = C. elegans SKN-1 inhibition. C. elegans VP596 Pgst-4::GFP/RFP ratio, acrylamide-induced, 24 h. 0.49% of 360,000 active. inhibition, % at 21.8 µM. AID 624304;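 active = interference check ratio from 0.5 to 1.5 plus GFP to RFP signal ratio inhibition reaching or exceeding a fixed threshold, cut at about 30% in these data, passing the limit was not always enough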; also: some compounds called inactive have numbers as strong as hits
bovine MsrA act = activates bovine MsrA enzyme; AID 602163; 0.3% of 360,000 active; purified bovine MsrA, absorbance read-out; activation, % at 10.6 µM; in the data active = activation above about 7.5%;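 also: 0% = vehicle and 100% = reference activator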
Active calls of the source: *; i = inactive; x = no result given; + = active, no number.

SMILES	Neddylation inh	FAS-TE inh	Rin1 Abl inh	NRP1-CendR mod	E coli Lon inh	MT1-MMP act inh	MsrA inh	SKN-1 block	bovine MsrA act
CCOc1ccc(-c2ccc(NS(=O)(=O)c3cc([N+](=O)[O-])c(C)c([N+](=O)[O-])c3)cc2)nn1	i	84*	-3	2	-14	-1	0.0	1	0
O=C(NCc1ccccc1F)C1CC(=O)N(c2ccc3c(c2)OCCO3)C1 (centres undefined)	i	-11	0	2	-5	-4	-0.4	9	9.5*
COc1ccc(CC(=O)Nc2ccc(C)cc2O)cc1S(=O)(=O)N1CCOCC1	i	-3	1	-9	-13	-4	-0.7	-9	-1
O=C1/C(=C/c2cccs2)SC(=S)N1CC(=O)N1CCCCC1CCO (centres undefined)	i	-16	-3	-1	-4	2	1.1	44*	-3
Cc1cc(-n2nc(C)cc2C)n2nc(C)c(-c3ccc(Cl)cc3)c2n1	i	-3	0	-12	-4	4	-1.5	-14	1
CCOc1cc2nc(-c3ccc(OC)c(OC)c3)nc(NCCCN3CCOCC3)c2cc1OC	i	0	-5	-8	-16	12	2.8	-7	0
Cc1ccc(C)c(NC(=O)NNC(=O)c2cc3occc3[nH]2)c1	i	-3	6	-1	5	1	0.1	-24	-5
C/C(=N\NC(=O)c1ccc(Cn2cc(Br)cn2)o1)c1cccc(NC(=O)C(C)C)c1	i	1	3	-2	2	x	-0.3	-6	-8
C=CCNC(=O)COC(=O)c1nc2nccc(C)n2n1	i	-2	2	22	3	0	0.7	-1	-2
Cc1ccc(CN2C(=O)N/C(=C\c3cccn3-c3cccc(C(=O)O)c3)C2=O)cc1	i	-5	2	-53	-6	5	3.3	-1	-11
CCCN1CNc2c(c(=O)[nH]c(=S)n2CCc2ccc(OC)c(OC)c2)C1	i	-2	0	3	-8	-3	-1.7	-18	-9
O=C1CCc2cc(S(=O)(=O)NC3CCCCC3)ccc2N1	i	-7	-1	-2	-2	1	-1.7	12	-2
COc1cccc2c(N/N=C/c3ccccc3)cc(C)nc12	i	7	0	-10	-1	2	0.7	6	-5
Cc1cc(C)cc(N(CC(=O)N2CCc3ccccc32)S(=O)(=O)c2c(C)noc2C)c1	i	36	0	0	-5	-5	0.2	-1	-5
CCN(CC(=O)Nc1ccc(NC(C)=O)cc1)C(=O)c1ccccc1Sc1ccccc1C#N	i	-5	2	4	-3	-2	-1.2	-10	-6
COc1ccc(Cl)cc1C(=O)NC(=S)Nc1ccccc1N1CCOCC1	i	25	6	14	3	1	1.0	-19	-4
O=C(/C=C/c1ccc([N+](=O)[O-])s1)N1CCCC1	i	2	-1	-16	3	-2	0.6	8	0
CCCN1C(=O)SC(CC(=O)Nc2ccc(C)cc2)C1=O (centres undefined)	i	0	-1	14	-2	1	0.2	-9	1
CCSc1nnc(NC(=O)c2nc3nc(C)cc(C)n3n2)s1	i	-2	1	7	-1	3	3.0	-2	-3
NC(=S)NNC(=O)COc1ccccc1O	i	-6	-2	-11	10	-2	-1.7	-6	1
Cn1nccc1NC(=O)CC(CC(=O)O)c1ccccc1 (centres undefined)	i	-4	-1	2	4	0	-1.4	-7	3
CC1CCC(C(C)C)C(OCC(O)CNC(C)C)C1 (centres undefined)	i	-7	-1	2	3	-2	-0.7	-6	-2
CC(C)Nc1nc(-c2ccncc2)nc(-c2ccc(Cl)cc2)c1C#N	i	5	4	-11	-5	-1	0.0	4	-2
c1csc(COc2ccccc2CNC2CCCCC2)c1	i	-2	-1	-3	14	1	-1.1	11	-3
O=C(NC1(C(F)(F)F)C(=O)Nc2c1c(=O)[nH]c(=O)n2-c1ccc(F)cc1)c1cccnc1 (centres undefined)	i	-10	-3	-5	-7	1	0.7	2	-2
Next section.
SMILES	Neddylation inh	FAS-TE inh	Rin1 Abl inh	NRP1-CendR mod	E coli Lon inh	MT1-MMP act inh	MsrA inh	SKN-1 block	bovine MsrA act
CCN(CC)CCCNC(=O)c1ccc(N2CCCCC2)c(NS(=O)(=O)c2ccc(C)cc2)c1	i	-4	0	8	-3	4	-0.7	9	-2
Cc1cccc(S(=O)(=O)Nc2cccc(-c3cn4ccsc4n3)c2)c1	i	11	0	3	-4	7	-0.4	3	-2
CC(C)C(=O)NC(=S)Nc1ccccc1N1CCN(C(=O)c2ccccc2)CC1	i	-4	0	-3	-1	-10	-1.1	6	-4
Cc1cc2nc(C(C)(C)C)c(Cc3cccc(Cl)c3)n2c(C)c1Br	i	20	x	-13	0	-37	1.3	2	-14
Cc1cccc(Nc2ccccc2C(=O)OCC(=O)N(C)C2CCS(=O)(=O)C2)c1C (centres undefined)	i	23	2	2	-7	-3	-0.5	9	0
Cc1ccc(NC(=O)CSc2nnc(-c3cccnc3)n2-c2ccc(C)cc2)cc1	i	0	11*	-3	-10	-1	-0.3	-19	1
O=c1[nH]nc(CNc2ccc(O)cc2)c2ccccc12	i	0	2	-4	51*	49*	-0.8	33	2
COC(=O)C(Cc1ccccc1)NC(=O)CCNC(=O)c1ccco1 (centres undefined)	i	-7	3	-2	2	-2	-1.3	2	-1
Cn1c2c(c(=O)n(C)c1=O)C(c1ccccc1F)C(C#N)=C(N)O2 (centres undefined)	i	-5	1	6	-4	6	1.8	3	-8
COc1ccc(CCN(C)C(=O)c2ccc(S(=O)(=O)Nc3ccccc3F)cc2)cc1OC	i	-5	1	1	6	2	0.3	-9	-4
COc1ccccc1CN(C)CC(=O)NC(=O)NC1CCCCC1	i	7	3	-3	-5	4	-0.6	-11	0
C/C(=N\NC(=O)CC#N)c1ccc(Oc2ccccc2)cc1	i	23	1	20	2	-10	-0.2	-1	-10
Cn1c(CSc2nc3ccccc3s2)nnc1SCC(=O)NCCN1CCOCC1	i	-9	-1	-1	-10	5	x	1	-3
Cc1nc(NC(=O)/C=C/c2ccccc2)sc1C(=O)Nc1ccccc1	i	-2	0	-6	-3	5	0.3	21	2
COc1ccc(S(=O)(=O)N2CCN=C2SCc2cccnc2)cc1	i	10	2	8	0	0	2.0	0	-2
C#CCNC(=O)C1=C[C@@H](C2CC2)C[C@@H](OCc2ccc(CO)cc2)O1	i	-12	-2	-2	13	-3	0.6	6	-2
CN1C(=O)C(Cl)(Cl)C(=O)c2ccccc21	x	-8	18*	-2	-2	2	x	2	-3
CC(/C=C1\SC(=S)N(CCC(=O)Nc2ccc(O)cc2)C1=O)=C\c1ccccc1	i	4	-2	4	-2	-5	1.8	11	-5
Cc1cccc(NCN2C(=O)c3ccncc3C2=O)n1	i	-7	-2	-7	-3	-3	-0.4	11	0
CCOc1ccc(Br)cc1S(=O)(=O)Nc1cccc(S(=O)(=O)NC2=NCCC2)c1	i	-2	-5	8	-9	-2	1.3	-11	-4
O=C(CSc1nc(-c2ccccc2)cc(=O)[nH]1)Nc1ccccn1	i	-5	1	-5	-11	-1	0.1	7	-3
COc1ccc(C2C(=O)N(C3CCCCC3)CC(=O)N2C2CCCCC2)cc1 (centres undefined)	i	2	0	-2	-1	1	0.4	3	-1
Cc1c(C(=O)OCC(=O)N2CC(=O)Nc3ccccc32)oc2ccc(Br)cc12	i	-2	-2	-12	-3	-6	0.2	-5	-2
Cc1ccc(NC(=S)NNC(=O)c2ccc(N3CCOCC3)c([N+](=O)[O-])c2)cc1C	i	0	-4	6	-9	3	0.8	1	-2
Cc1ccc(S(=O)(=O)NC(=O)C2(C)CCN2C(=O)Cc2ccc(Cl)cc2Cl)nc1 (centres undefined)	i	-3	-7	-1	-20	-1	-1.6	1	-1

2 entries from above, with values under each structure:
Every second line gives: Neddylation inh, FAS-TE inh, Rin1 Abl inh, NRP1-CendR mod, E coli Lon inh, MT1-MMP act inh, MsrA inh, SKN-1 block, bovine MsrA act
Cc1cccc(Nc2ccccc2C(=O)OCC(=O)N(C)C2CCS(=O)(=O)C2)c1C (centres undefined)
    i, 23, 2, 2, -7, -3, -0.5, 9, 0
Cn1c2c(c(=O)n(C)c1=O)C(c1ccccc1F)C(C#N)=C(N)O2 (centres undefined)
    i, -5, 1, 6, -4, 6, 1.8, 3, -8

Going on with the list:
SMILES	Neddylation inh	FAS-TE inh	Rin1 Abl inh	NRP1-CendR mod	E coli Lon inh	MT1-MMP act inh	MsrA inh	SKN-1 block	bovine MsrA act
CC1=CC(=C(C#N)C#N)C=C(C)N1Cc1ccc(Cl)cc1	i	20	0	-7	6	5	3.5	10	-4
COc1ccc(-n2nnc3c(=O)n(CC(=O)Nc4cc(C)on4)cnc32)cc1	i	-4	4	-1	-1	-1	0.5	1	-2
Cc1cccc(-n2ncc3c(NCCCO)ncnc32)c1	+	-7	3	7	-3	3	-0.8	-10	5
COc1cccc(N(C(C)=O)c2nc(C)cc(C)c2C#N)c1	i	-10	-4	5	8	5	0.2	-20	-12
CC(=O)N(C(C)=O)S(=O)(=O)c1ccc(N=NN2CCOCC2)cc1	i	-9	-1	-2	2	-4	3.0	16	-5
O=C(Nc1ccccc1N1CCCC1)C1CCN(S(=O)(=O)c2cccc(C(F)(F)F)c2)CC1	i	18	0	-2	4	-8	0.1	13	4
Cc1ccc(-c2nc(CS(=O)CC(=O)NCc3ccc4c(c3)OCO4)c(C)o2)cc1 (centres undefined)	i	-2	-1	-2	0	-2	x	-5	-1
CCOC(=O)c1ccc(NC(=O)CC2OCCN(CC)C2=O)cc1 (centres undefined)	i	-7	2	-19	-2	-4	0.7	-2	-3
O=C(/C=C/c1ccc(NC(=O)c2ccccc2-c2ccccc2C(=O)O)cc1)c1ccccc1	i	1	-1	-216	-98	-3	4.0	13	-7
CC(=O)C(=Nc1ccc(Cl)cc1Cl)NNc1cccc(Cl)c1	i	26	1	-1	-4	3	0.8	3	-2
CC(C)(C)c1nnc(NC(=O)c2cccs2)s1	i	-7	-3	4	-6	0	1.3	-4	-9
N/C(=N\S(=O)(=O)c1cccs1)c1ccccc1	i	-4	0	-2	-7	3	-0.8	-21	-3
CN1C(=O)C(C)(C)c2cc(S(=O)(=O)NCC(=O)NCc3ccccc3)ccc21	i	0	-2	-8	4	-4	x	4	-1
Cc1noc(C)c1S(=O)(=O)N1CCCC1C(=O)O (centres undefined)	i	-10	0	0	1	-2	1.6	-13	-6
CC(C)Cn1cnc2c1c(=O)n(CC(=O)NC(=O)NC(C)(C)C)c(=O)n2Cc1ccccc1	i	2	2	18*	1	-45	-0.5	15	2
CCOC(=O)c1[nH]c(C)c(CN(CCc2ccc(OC)c(OC)c2)C(=O)CCCC(=O)O)c1C	i	-5	-2	5	7	-2	-0.8	13	-1
O=c1oc2ccccc2cc1-c1csc(NN=C2CCCCC2)n1	i	6	-3	-16	-4	-10	2.4	1	-2
O=C(c1csc2c1CCCC2)N1CCN(c2cccc(C(F)(F)F)c2)CC1	i	20	2	5	-8	-2	0.8	-12	0
Cc1ccccc1C(=O)NNC(=O)/C=C/c1ccccc1	i	-7	2	-1	-5	-1	-0.7	-1	-5
O=c1cc(CN2CCN(C/C=C/c3ccccc3)CC2)c2cc(O)ccc2o1	i	11	3	3	-2	6	-0.1	-5	-11
COc1c(C)cccc1C(=O)NCc1ccc2c(c1)OCO2	i	-5	0	8	-2	1	3.5	6	-2
CCCc1ncc(C(O)c2cccc(OC)c2)n1C (centres undefined)	i	-8	1	3	-4	-2	0.1	11	-1
NS(=O)(=O)c1ccc(CCNS(=O)(=O)c2cccc3nsnc23)cc1	i	-6	3	9	0	2	-0.6	-4	-3
CCOC(=O)CCc1cccc2c1CCC2=O	i	-6	1	-2	6	1	0.4	-1	0

Retrieved by structure from the list above (5):
SMILES	Neddylation inh	FAS-TE inh	Rin1 Abl inh	NRP1-CendR mod	E coli Lon inh	MT1-MMP act inh	MsrA inh	SKN-1 block	bovine MsrA act
COc1ccc(C2C(=O)N(C3CCCCC3)CC(=O)N2C2CCCCC2)cc1 (centres undefined)	i	2	0	-2	-1	1	0.4	3	-1
O=C1CCc2cc(S(=O)(=O)NC3CCCCC3)ccc2N1	i	-7	-1	-2	-2	1	-1.7	12	-2
O=c1oc2ccccc2cc1-c1csc(NN=C2CCCCC2)n1	i	6	-3	-16	-4	-10	2.4	1	-2
Cc1ccccc1C(=O)NNC(=O)/C=C/c1ccccc1	i	-7	2	-1	-5	-1	-0.7	-1	-5
COc1ccc(-n2nnc3c(=O)n(CC(=O)Nc4cc(C)on4)cnc32)cc1	i	-4	4	-1	-1	-1	0.5	1	-2
